# Compound activity from PubChem.
# BoNT F protease – BoNT/F light chain protease inhibitors, primary screen, biochemical, flow cytometry, MLPCN library | Multiplex microsphere protease cleavage assay | inhibition, % at 10 µM | actives 0.22% (n = 360,000) | AID 588497, 2011; in the data active = inhibition above about 35%, passing the limit was not always enough; inconclusive = no clear call, values can overlap the other calls; also: plate controls were buffer without enzyme for full effect and enzyme alone for no effect
# Anthrax LF prot – Bacillus anthracis LF protease inhibitors, primary screen, biochemical, multiplex microsphere, MLPCN library; multiplex microsphere protease cleavage assay; actives 0.12% (n = 360,000); inhibition, % at 10 µM; Lethal factor (Bacillus anthracis), P15917; also: plate controls were buffer without enzyme for full effect and enzyme alone for no effect
# FadD28 binding – inhibitors of FadD28 bisubstrate probe binding, primary screen, biochemical, fluorescence polarization, single point; inhibition, % at 12.5 µM; actives 0.22% (n = 360,000); in the data active = inhibition above about 8.5%, passing the limit was not always enough; inconclusive = no clear call, values can overlap the other calls
# FBA Mtb inh – Mtb FBA enzyme inhibitors, primary screen, biochemical, fluorescence, strain H37Rv. purified M. tuberculosis FBA, fluorescence read-out. inhibition, % at 1 µM. actives 2.3% (n = 360,000); in the data active = inhibition above about 27%;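 also: 0% = vehicle and 100% = reference inhibitor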
# Target sequence (P9WQA3 whole entry, looked up): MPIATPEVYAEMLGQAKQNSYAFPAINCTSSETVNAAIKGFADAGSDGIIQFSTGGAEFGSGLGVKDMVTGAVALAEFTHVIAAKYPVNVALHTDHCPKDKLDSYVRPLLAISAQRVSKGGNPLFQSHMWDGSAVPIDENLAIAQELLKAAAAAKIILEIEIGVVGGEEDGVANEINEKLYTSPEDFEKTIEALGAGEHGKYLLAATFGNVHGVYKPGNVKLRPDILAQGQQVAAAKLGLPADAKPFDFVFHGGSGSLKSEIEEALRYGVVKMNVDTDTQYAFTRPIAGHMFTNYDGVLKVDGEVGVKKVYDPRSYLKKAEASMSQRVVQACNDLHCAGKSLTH
# Mtb BioA inh – M. tuberculosis BioA enzyme inhibitors, primary screen, biochemical, plate reader, single point, HTS; 7,8-diaminopelargonic acid synthase BioA (Mycobacterium tuberculosis); purified M. tuberculosis BioA enzyme; inhibition, % at 9.99 µM; actives 0.096% (n = 360,000); in the data active = inhibition above about 40%; inconclusive = no clear call, values can overlap the other calls
# GDH-TPI counter – GDH-TPI coupling enzyme inhibitors, primary screen, artefact control for M. tuberculosis FBA inhibitor project, biochemical, absorbance, full deck; GDH-TPI coupled enzyme counterscreen, NADH absorbance; inhibition, % at 4.8 µM; actives 1.2% (n = 360,000); in the data active = inhibition above about 30%;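 also: 0% = DMSO wells and 100% = wells lacking the enzyme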
# PfHsp40 yeast – rescue of yeast from PfHsp40 toxicity, primary screen, S. cerevisiae, ATP luminescence | growth rescue, % at 12.5 µM | S. cerevisiae expressing PfHsp40, growth rescue | actives 0.68% (n = 340,000); in the data active = growth rescue above about 28%, passing the limit was not always enough; inconclusive = no clear call, values can overlap the other calls;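 also: yeast W303a lacking pdr1 and pdr3 grown in galactose medium; growth measured after three days at 30 °C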
# BoNT A protease – BoNT/A light chain protease inhibitors, primary screen, biochemical, flow cytometry, MLPCN library; Botulinum neurotoxin type A light chain protease (Clostridium botulinum A str. ATCC 3502); multiplex microsphere protease substrate cleavage; inhibition, % at 10 µM; actives 0.17% (n = 360,000); also: plate controls were buffer without enzyme for full effect and enzyme alone for no effect
# UGM FP inh – M. tuberculosis UGM enzyme inhibitors, primary screen, biochemical, fluorescence polarization, single point. purified UGM, fluorescence polarization probe displacement. inhibition, % at 10 µM. actives 0.06% (n = 320,000). AID 504406, 2011; in the data active = inhibition above about 10%, passing the limit was not always enough; inconclusive = no clear call, values can overlap the other calls
# Target sequence (P9WIQ1 whole entry, looked up): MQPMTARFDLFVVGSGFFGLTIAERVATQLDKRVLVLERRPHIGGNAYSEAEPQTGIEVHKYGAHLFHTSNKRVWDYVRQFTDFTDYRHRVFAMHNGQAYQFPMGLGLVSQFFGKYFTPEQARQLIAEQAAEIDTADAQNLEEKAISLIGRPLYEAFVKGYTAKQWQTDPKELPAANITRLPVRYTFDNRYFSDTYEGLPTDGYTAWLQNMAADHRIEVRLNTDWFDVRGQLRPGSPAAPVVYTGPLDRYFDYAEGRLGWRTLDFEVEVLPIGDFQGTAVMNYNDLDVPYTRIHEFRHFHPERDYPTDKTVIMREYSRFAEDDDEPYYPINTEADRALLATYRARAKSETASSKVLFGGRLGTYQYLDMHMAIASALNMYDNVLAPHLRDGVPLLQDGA
# * = called active by the depositor; ? = inconclusive; . = not tested or not shown; + = active, no number. Rule as the data show it, unless noted: active = inhibition above about 30%; inconclusive = no clear call, values can overlap the other calls; inactive = below that.
SMILES,BoNT F protease,Anthrax LF prot,FadD28 binding,FBA Mtb inh,Mtb BioA inh,GDH-TPI counter,PfHsp40 yeast,BoNT A protease,UGM FP inh
CC(C)CC(=O)Nc1cccc(-c2nc3ncccc3o2)c1,25,-8,-1.3,32*,8.1,-4,1.3,1.7,-1.1
Cc1ccc(-c2noc(C3CCCN(C(=O)c4cccc(F)c4)C3)n2)cc1 (stereo unspecified),-36,1,1.4,1,0.0,-10,-0.6,-0.4,1.1
C=CCn1c(SCC(=O)c2c(N)n(C)c(=O)n(C)c2=O)nnc1-c1ccoc1C,0,1,-0.2,0,-0.2,-8,-1.9,-0.4,-2.3
O=C(O)CC12CC3CC(C1)CC(n1ncc(NCc4ccc(F)cc4)c(Cl)c1=O)(C3)C2,-4,-1,-2.5,0,1.5,12,-1.8,-0.3,-1.9
COC(=O)C[C@]1(C(=O)OC)CN(C#N)N(c2ccc(Cl)cc2)C12c1ccccc1-c1ccccc12,18,1,-6.2,-2,0.0,10,-2.2,1.1,0.4
C=CCN1C=C(C(C)=O)C(=O)CC1,7,-1,-2.9,2,0.9,22,-1.9,-0.3,.
C=CCN1CCC(=O)C(C(=O)OCC)=C1C(=O)OCC,-2,-7,-2.4,3,-2.8,21,2.9,-0.1,.
CC(=O)N1CCN(C(=O)C2(NC(=O)Nc3ccc(C)cc3)CCCCC2)CC1,-3,1,0.5,0,-1.1,3,-1.7,-0.3,-0.6
Cc1ccccc1NC(=O)c1ccc(OCc2c(C)noc2C)cc1,-8,2,-4.2,-2,2.6,-7,0.3,0.0,1.5
CC1Sc2ccc(S(=O)(=O)N(C)Cc3ccccc3)cc2NC1=O (stereo unspecified),-7,-2,-4.0,2,6.6,4,7.4,-2.1,-1.0
COc1cc2[nH]c3c(N4CCN(c5ccc(Cl)cc5)CC4)ncnc3c2cc1OC,-13,-6,-1.1,12,0.1,-7,-1.7,-1.5,0.8
Cc1cc(=O)oc2c3c(cc(OCC(=O)N[C@@H](C)C(=O)O)c12)OC(C)(C)CC3,-6,19,0.0,+,-0.8,21,-0.3,-3.9,2.6
CCOc1ccc(NS(=O)(=O)c2ccc(N)cc2)cc1,-10,-6,-0.7,3,-1.2,12,-0.8,0.6,-2.4
Cn1cnc([N+](=O)[O-])c1S(=O)(=O)Oc1ccc(Cl)cc1,-6,-5,-1.1,0,-3.0,4,233*,0.7,.
C=CC[C@H]1CC(C)=C[C@H](CC=C)N1C(=O)c1cc(COc2ccccc2SC)on1,0,-1,-3.7,-4,-3.0,0,0.7,-1.6,1.1
COc1ccc(NC(=O)CSc2nc(N)c(NC(=O)c3ccccc3F)c(=O)[nH]2)cc1,6,-2,0.4,0,-0.2,0,0.5,-3.8,0.5
O=C(Nc1ccc(-c2csc(-c3ccccc3)n2)cc1)c1ccccc1,-1,3,-0.2,4,0.6,24,-0.4,0.3,-2.0
O=C(Nc1ccccc1N1CCOCC1)c1cc(F)cc(F)c1,-3,1,-2.8,1,-1.5,0,?,0.3,2.8
CCOC(=O)N1CCC(NC(=O)c2ccc3c(c2)N(Cc2ccccc2)CCS3)CC1,4,-2,-2.6,28*,-1.9,0,-0.1,0.4,0.6
Cc1ccc(CNCc2cc3c(C(C)(C)C)nn(-c4ccccc4)c3[nH]c2=O)cc1,-3,-6,-0.7,2,-1.3,6,4.1,0.1,2.3
COc1ccc(CNC(=O)C2CC=CCC2C(=O)O)cc1OC (stereo unspecified),-10,4,-2.8,-7,-1.6,1,-0.7,-0.4,1.9
Cc1cc(Br)ccc1NC(=O)CNC(=O)Cc1ccc(S(=O)(=O)N2CCOCC2)s1,5,2,-4.4,-3,3.1,-9,-1.9,2.5,-0.7
Cc1cccc(OCCCC(=O)NC2CCCCC2)c1,?,11,-3.2,0,-1.5,4,0.0,-0.5,-0.5
COc1cc(C2C3=C(COC3=O)OC(C)(C)Oc3cc4c(cc32)OCO4)cc(OC)c1OC (stereo unspecified),-2,3,-0.3,2,.,5,-2.8,0.3,.
O=C(CNC(=O)c1ccc2c(c1)S(=O)(=O)N=C1CCCCCN12)Nc1ccc(F)c(F)c1,-14,-3,1.6,4,.,4,-0.4,-3.1,1.7

# The final 6 compounds of the section above open the next one:
SMILES,BoNT F protease,Anthrax LF prot,FadD28 binding,FBA Mtb inh,Mtb BioA inh,GDH-TPI counter,PfHsp40 yeast,BoNT A protease,UGM FP inh
Cc1ccc(CNCc2cc3c(C(C)(C)C)nn(-c4ccccc4)c3[nH]c2=O)cc1,-3,-6,-0.7,2,-1.3,6,4.1,0.1,2.3
COc1ccc(CNC(=O)C2CC=CCC2C(=O)O)cc1OC (stereo unspecified),-10,4,-2.8,-7,-1.6,1,-0.7,-0.4,1.9
Cc1cc(Br)ccc1NC(=O)CNC(=O)Cc1ccc(S(=O)(=O)N2CCOCC2)s1,5,2,-4.4,-3,3.1,-9,-1.9,2.5,-0.7
Cc1cccc(OCCCC(=O)NC2CCCCC2)c1,?,11,-3.2,0,-1.5,4,0.0,-0.5,-0.5
COc1cc(C2C3=C(COC3=O)OC(C)(C)Oc3cc4c(cc32)OCO4)cc(OC)c1OC (stereo unspecified),-2,3,-0.3,2,.,5,-2.8,0.3,.
O=C(CNC(=O)c1ccc2c(c1)S(=O)(=O)N=C1CCCCCN12)Nc1ccc(F)c(F)c1,-14,-3,1.6,4,.,4,-0.4,-3.1,1.7
O=C(c1ccc(S(=O)(=O)N2CCCCC2)cc1)N1CCc2ccccc2C1,-3,-2,-2.4,4,4.6,4,0.3,-0.6,4.5
COc1ccc(NC(=O)Nc2ccccc2C(N)=O)cc1OC,-5,-5,-1.6,1,-0.8,3,-0.3,-0.6,2.0
O=C(O)c1cccnc1-c1ncccc1C(=O)O,6,-2,0.9,4,-0.7,-2,0.6,-0.7,-0.8
O=C(O)C1C2CCC(CC2)C1C(=O)N1CCN(Cc2ccc(F)cc2)CC1 (stereo unspecified),-36,-15,-0.2,-4,-0.6,-10,0.0,-2.8,-0.1
Cc1cc2nc3n(c2cc1C)CC1CC(C(=O)NCCc2cccs2)N(C)C31 (stereo unspecified),-10,-6,-1.2,4,-0.2,11,-0.9,-0.5,-1.7
CCOC(=O)c1ccc2c(c1)C1C=CCC1C(C(=O)OCC)N2 (stereo unspecified),?,21,-0.3,4,1.3,13,0.2,6.6,0.2
Cc1cc(C)nc(Sc2c(F)c(F)c(C(F)(F)F)c(F)c2F)n1,-29,0,-0.9,-1,-1.5,7,-0.9,-0.5,1.2
C[C@H](CO)N1C[C@H](C)[C@@H](CN(C)C(=O)Nc2ccc(C(F)(F)F)cc2)Oc2c(NC(=O)CCC(F)(F)F)cccc2C1=O,-5,-11,-5.5,0,-1.7,4,-0.9,-0.8,0.9
COc1cc(C(=S)N2CCOCC2)ccc1OC(=O)c1ccccc1,0,1,-2.1,2,-3.3,5,-0.6,-2.0,-1.7
Cc1ccccc1N1CCN(Cc2c[nH]c3ccccc23)CC1,-6,-8,-0.7,2,-1.3,17,-0.8,-0.2,4.4
S=C(NCCN1CCOCC1)Nc1ccc(Cl)cc1,4,-1,5.4,1,-1.0,-3,1.3,-0.6,1.4
COC(=O)C1C2C=CC3(CN(CC4CCCO4)C(=O)C13)O2 (stereo unspecified),-11,0,0.3,-3,-4.1,10,0.9,-0.5,0.6
CSc1nc2ccccc2n1CC(=O)Nc1c(C)cccc1C,-10,-1,-1.0,3,-0.3,-7,-0.1,-0.5,1.6
O=C(C1CC(c2ccc(F)cc2)=NO1)N1CCN(Cc2ccccc2)CC1 (stereo unspecified),-4,-3,-1.7,2,1.6,-8,1.6,0.0,2.8
CCCCC(CCCC)=N/N=C/c1c(O)n(CC)c2cc(C3=NNC(=O)CC3)ccc12,-1,-2,-2.7,1,4.7,2,0.0,0.2,-0.4
COc1ccc(C)cc1S(=O)(=O)Nc1ccc(-n2c(C)nc3ccccc3c2=O)cc1,?,6,-1.4,4,1.5,7,0.6,2.4,-0.7
CC(C)[C@H](NS(=O)(=O)c1ccccc1)C(=O)Nc1nccs1,0,4,-1.7,-3,-2.3,4,.,-0.1,-0.8
Cc1cccc(/C(N)=N/OC(=O)c2ccoc2C)c1,1,0,-1.0,-2,0.8,-2,-0.8,-3.1,2.3
CCOc1ccc(NS(=O)(=O)c2cc(C(=O)N3CCCC3)ccc2Cl)cc1,3,1,-1.0,0,.,2,-0.6,?,-2.9
COc1ccc(-c2ccc(NS(=O)(=O)c3cc([N+](=O)[O-])ccc3C)cc2)nn1,3,-1,0.6,1,-0.6,17,-0.7,0.7,-2.3
Cc1cccc(-n2c(C)c(C)c3c(N)ncnc32)c1,-2,-14,0.5,-2,1.3,-8,-1.4,0.2,1.2
NC(=O)CSc1nnc(-c2ccccc2F)n1C1CC1,18,5,-0.8,-1,1.4,-4,0.0,0.4,1.0
COc1ccc(CCNC(=O)CC(=O)N/N=C/c2ccc(C(=O)O)cc2)cc1OC,?,-4,-1.7,0,-1.5,4,-0.7,-6.9,-0.4
CC(NC(=O)CSC1=NCCS1)c1ccccc1 (stereo unspecified),-3,7,-0.7,-2,.,4,1.5,-0.2,-1.0
Cc1[nH]c2ccccc2c1C(=O)C(C)OC(=O)c1ccc(NC(=O)CC#N)cc1 (stereo unspecified),-8,4,-6.6,-2,.,9,0.7,-1.0,-1.6

# 3 compounds from above with just Mtb BioA inh.
SMILES,Mtb BioA inh
COc1ccc(-c2ccc(NS(=O)(=O)c3cc([N+](=O)[O-])ccc3C)cc2)nn1,-0.6
COc1cc(C(=S)N2CCOCC2)ccc1OC(=O)c1ccccc1,-3.3
CCCCC(CCCC)=N/N=C/c1c(O)n(CC)c2cc(C3=NNC(=O)CC3)ccc12,4.7

# Next section.
SMILES,BoNT F protease,Anthrax LF prot,FadD28 binding,FBA Mtb inh,Mtb BioA inh,GDH-TPI counter,PfHsp40 yeast,BoNT A protease,UGM FP inh
COc1ccccc1NC(=O)c1ccc(NS(=O)(=O)c2ccc(F)c(F)c2F)cc1,-2,-2,0.8,-5,2.5,13,0.1,-0.4,0.0
CC(C)c1onc(C(=O)NCc2ccc(F)cc2)c1[N+](=O)[O-],-7,1,-0.5,0,.,-2,0.3,0.1,4.2
O=C(O)c1ccc(S(=O)(=O)Nc2ccc3c(c2)OCCO3)cc1,?,31*,-3.3,-3,1.3,-7,7.4,-3.8,8.1
O=C(COC(=O)CNC(=O)c1ccc([N+](=O)[O-])o1)Nc1ncc(Cl)cc1Cl,-4,-10,-1.6,-3,1.8,-2,-0.2,1.2,-1.4
Cc1c(NC(=O)C2C3C=CC(C3)C2C(=O)O)c(=O)n(-c2ccccc2)n1C (stereo unspecified),-6,-2,-3.2,-1,.,-10,0.2,-0.9,2.1
COCCn1nnnc1C(C(C)C)N(Cc1ccccc1)Cc1cc2cc(OC)ccc2[nH]c1=O (stereo unspecified),4,8,-0.1,18,0.6,14,-0.8,1.1,.
CCCC(=O)Nc1cccc(NC(=S)NC(=O)C(C)Oc2ccc(Cl)cc2Cl)c1 (stereo unspecified),-6,-2,-4.2,-2,-2.1,-1,1.2,0.4,-5.7
Cc1ccc(CCNC(=O)C2CCCN2S(=O)(=O)c2ccc3c(c2)CCC(=O)N3)cc1 (stereo unspecified),1,-10,-1.2,1,-0.2,-3,0.4,0.0,-0.6
Cc1ccc(-c2[nH]ncc2/C=N/n2c(COc3ccccc3)nc3ccccc3c2=O)cc1,-1,1,-1.9,0,.,1,-0.4,-0.6,1.0
COc1ccc(-c2cccc(NS(=O)(=O)c3cc([N+](=O)[O-])ccc3C)c2)nn1,.,.,-2.7,-2,0.2,0,0.6,.,.
O=C(CCCNC(=O)/C(=C/c1ccc(Br)cc1)NC(=O)c1ccccc1)OCc1ccccc1,-1,-1,-1.2,-2,.,5,1.7,0.3,2.3
